High-throughput results: PubChem BioAssay, National Center for Advancing Translational Sciences (NCATS)
G9a inh – G9a (human) methyltransferase inhibition; Potency, µM (top dose mostly 102 µM), for inactives: at the top dose activity, negative = inhibition, usual class: inhibitors; AID 504332; Q96KQ7; hit rate 8.8% among 350,000; G9a H3K9 monomethylation, AlphaScreen, 2 h; further: on the % scale 0 is the no-effect control and ±100 the full control effect; nearly all actives have a fitted effect of over 75% in size
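G9a (20 nM) preincubated 15 min RT with compounds, then 500 nM biotinylated H3K9 peptide and 20 uM SAM added; 2 h RT reaction. Monomethyl-H3K9 product detected by AlphaScreen with anti-H3K9me1 antibody, streptavidin donor and anti-rabbit IgG acceptor beads.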
JMJD2A Tudor – JMJD2A Tudor domain (human) inhibition | O75164 | Potency, µM (series often up to 114 µM), for inactives: top-dose activity change, negative = inhibition, usual class: inhibitors | AlphaScreen JMJD2A-Tudor / H3K4me3 peptide binding | hit rate 4.4% among 390,000; further: on the % scale 0 is the no-effect control and ±100 the full control effect; nearly all actives have a fitted effect of over 50% in size
BLM helicase inh – Bloom syndrome helicase (human) inhibition; P54132; recombinant BLM DNA unwinding, fluorescence dequenching; hit rate 0.2% among 350,000; Potency, µM (top dose mostly 56.1 µM), without a hit: at the top dose activity change, negative = inhibition, actives largely listed as inhibitors;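 further: plate controls were vehicle for no effect and no enzyme for full effect; nearly all actives have a fitted effect of over 35% in size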
BAZ2B block – BAZ2B (human) inhibition | Q9UIF8 | AlphaScreen BAZ2B-H3K14Ac peptide displacement | Potency, µM (titrated, usually from 114 µM), for inactives: at the highest dose activity change, negative = inhibition, most hits filed as inhibitors | hit rate 4.4% among 360,000 | AID 504333; further: on the % scale 0 is the no-effect control and ±100 the full control effect; nearly all actives have a fitted effect of over 60% in size
Target sequence (Q9UIF8 whole entry, looked up): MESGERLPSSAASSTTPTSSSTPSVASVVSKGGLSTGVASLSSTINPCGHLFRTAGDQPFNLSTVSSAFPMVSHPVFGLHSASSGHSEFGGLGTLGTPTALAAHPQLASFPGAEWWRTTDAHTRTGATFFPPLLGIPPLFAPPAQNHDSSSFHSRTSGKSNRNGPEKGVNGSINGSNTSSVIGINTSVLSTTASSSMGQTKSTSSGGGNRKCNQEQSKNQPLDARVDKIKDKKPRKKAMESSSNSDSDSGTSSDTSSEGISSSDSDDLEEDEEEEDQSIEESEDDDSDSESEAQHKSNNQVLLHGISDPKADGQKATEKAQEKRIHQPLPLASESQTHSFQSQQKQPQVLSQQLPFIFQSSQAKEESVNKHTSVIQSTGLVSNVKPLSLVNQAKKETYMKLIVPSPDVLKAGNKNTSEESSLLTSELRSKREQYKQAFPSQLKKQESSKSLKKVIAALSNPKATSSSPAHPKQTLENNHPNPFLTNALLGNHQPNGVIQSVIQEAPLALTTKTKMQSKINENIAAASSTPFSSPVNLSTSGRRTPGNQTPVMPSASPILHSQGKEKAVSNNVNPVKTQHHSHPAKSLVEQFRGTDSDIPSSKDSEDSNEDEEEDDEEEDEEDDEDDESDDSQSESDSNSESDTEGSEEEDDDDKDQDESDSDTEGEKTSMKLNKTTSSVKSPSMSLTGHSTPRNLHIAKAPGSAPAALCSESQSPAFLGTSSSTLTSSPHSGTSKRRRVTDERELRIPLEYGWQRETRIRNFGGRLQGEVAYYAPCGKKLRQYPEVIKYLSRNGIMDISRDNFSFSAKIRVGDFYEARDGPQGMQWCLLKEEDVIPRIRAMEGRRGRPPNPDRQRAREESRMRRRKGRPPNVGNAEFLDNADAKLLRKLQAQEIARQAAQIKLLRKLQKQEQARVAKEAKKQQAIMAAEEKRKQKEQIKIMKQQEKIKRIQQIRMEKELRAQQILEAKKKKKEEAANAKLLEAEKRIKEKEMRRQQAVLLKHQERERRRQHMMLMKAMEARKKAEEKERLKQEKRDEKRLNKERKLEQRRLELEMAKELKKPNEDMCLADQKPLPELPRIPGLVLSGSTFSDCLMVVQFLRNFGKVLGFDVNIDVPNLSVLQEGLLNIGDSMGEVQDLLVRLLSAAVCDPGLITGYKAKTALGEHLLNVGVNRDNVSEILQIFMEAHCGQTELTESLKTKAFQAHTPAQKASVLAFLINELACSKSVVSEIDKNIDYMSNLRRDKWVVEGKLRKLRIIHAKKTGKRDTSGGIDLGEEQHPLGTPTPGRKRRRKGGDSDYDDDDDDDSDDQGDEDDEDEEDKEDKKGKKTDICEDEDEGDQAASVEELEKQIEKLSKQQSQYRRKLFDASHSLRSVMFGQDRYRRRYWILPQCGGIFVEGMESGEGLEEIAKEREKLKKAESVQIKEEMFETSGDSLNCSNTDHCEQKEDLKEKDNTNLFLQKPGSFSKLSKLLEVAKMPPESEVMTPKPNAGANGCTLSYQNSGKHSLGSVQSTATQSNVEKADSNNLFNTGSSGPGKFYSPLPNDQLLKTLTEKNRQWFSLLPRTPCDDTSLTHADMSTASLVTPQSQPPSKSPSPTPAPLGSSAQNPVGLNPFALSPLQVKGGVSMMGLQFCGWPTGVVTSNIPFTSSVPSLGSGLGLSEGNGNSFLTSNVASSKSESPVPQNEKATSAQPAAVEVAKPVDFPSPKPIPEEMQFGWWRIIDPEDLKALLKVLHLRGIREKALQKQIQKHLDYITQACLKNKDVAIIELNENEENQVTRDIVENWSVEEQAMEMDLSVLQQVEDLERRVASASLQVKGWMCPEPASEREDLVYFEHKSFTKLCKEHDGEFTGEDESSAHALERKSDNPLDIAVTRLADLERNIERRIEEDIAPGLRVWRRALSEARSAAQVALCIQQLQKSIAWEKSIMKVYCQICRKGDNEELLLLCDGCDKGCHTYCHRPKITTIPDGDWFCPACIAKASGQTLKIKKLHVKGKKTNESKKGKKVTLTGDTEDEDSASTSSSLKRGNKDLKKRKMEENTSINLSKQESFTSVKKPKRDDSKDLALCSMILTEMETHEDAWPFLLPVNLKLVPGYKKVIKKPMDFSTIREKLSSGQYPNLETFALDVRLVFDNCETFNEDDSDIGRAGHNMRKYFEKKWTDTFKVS
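BAZ2B 50 nM plus b-H3(5-23)K14Ac 50 nM, PBS pH 7.4/0.01% Tween-20, 30 min RT; compound added (max 110 uM), 30 min RT; streptavidin donor/Ni-chelate acceptor beads 10 ug/mL final, 20 min dark; AlphaScreen read.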
APE1 inh – inhibitors of human APE1 endonuclease | recombinant APE1, TAMRA/BHQ-2 abasic DNA cleavage fluorescence | Potency, µM (titrated, usually from 65.8 µM), without a hit: at the top dose activity change, negative = inhibition, usual class: inhibitors | AID 2517 | hit rate 0.35% among 350,000;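 further: plate controls were vehicle for no effect and reference inhibitor for full effect; nearly all actives have a fitted effect of over 55% in size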
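Substrate: short duplex with […] THF abasic site, 5'-TAMRA and 3'-BHQ-2, 50 nM final. APE1 at 0.75 nM, preincubated 15 min RT with compound. Fluorescence increase from first to third read measured activity.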
POLB inh – DNA polymerase beta (human) inhibition; P06746; Pol beta primer extension/strand displacement, fluorescence kinetic; Potency, µM (titrated, usually from 114 µM), for the others: at the top dose activity change, negative = inhibition, actives largely listed as inhibitors; hit rate 1.3% among 340,000; AID 485314; further: on the % scale 0 is the no-effect control and ±100 the full control effect
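Pol beta (10 nM) and compounds were preincubated 15 min at room temperature, then 50 nM substrate (final) started primer extension/strand displacement. Reads were taken at 0 and 10 min; concentration-response data were fitted to a four-parameter Hill equation.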
Pol iota inh – inhibitors of human DNA polymerase iota; Q9UNA4; Pol iota fluorescent replication assay, 10 min; Potency, µM (titrated, usually from 115 µM), inactives show at the top dose activity, negative = inhibition, usual class: inhibitors; hit rate 1% among 390,000
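Pol iota at 10 nM preincubated 15 min with compounds at room temperature; reaction started with fluorescent substrate, 50 nM final. Fluorescence read kinetically at 0 and 10 min; buffer-only wells as negative control.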
POLK inh – DNA polymerase kappa (human) inhibition. purified Pol kappa, fluorescent DNA synthesis assay, 10 min. AID 588579. Potency, µM (highest dose often 107 µM), without a hit: top-dose activity, negative = inhibition, most hits filed as inhibitors. hit rate 0.53% among 400,000; further: on the % scale 0 is the no-effect control and ±100 the full control effect
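10 nM Pol kappa was preincubated with compounds for 15 min at room temperature. Reaction started with 50 nM (final) substrate. Fluorescence read kinetically at 0 and 10 min.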
POLH inh – blocks human DNA polymerase eta activity; AID 588591; hit rate 1.2% among 390,000; recombinant Pol eta, fluorescent DNA replication assay; Potency, µM (titrated, usually from 114 µM), for the others: top-dose activity change, negative = inhibition, usual class: inhibitors; Q9Y253; further: on the % scale 0 is the no-effect control and ±100 the full control effect
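Pol eta at 10 nM preincubated with compounds 15 min at room temperature; reaction started with fluorescent substrate (50 nM final) and read kinetically at 0 and 10 min.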
An asterisk follows results filed as active; ? = inconclusive; nt = no result given; [ ] = dose if it differs, or a comment. The call rests on the fitted dose curve; in most records, active means well fitted curve in the direction sought with a large enough effect; inconclusive means small, poorly fitted or top-dose-only effect, or another doubt; inactive means no such curve, though single readings can be large; an effect the other way counts as inactive or inconclusive. Potency means the concentration at half of the fitted maximal effect. These rows are one share of the data, so the mix of outcomes need not match the whole.

molecule,G9a inh,JMJD2A Tudor,BLM helicase inh,BAZ2B block,APE1 inh,POLB inh,Pol iota inh,POLK inh,POLH inh
Cc1ccc2cc(CN(Cc3ccco3)C(=O)NCc3ccccc3)c(=O)[nH]c2c1C,-16.0%[12.7 µM],-16.5%,-1.1%,-4.0%,-0.8%,0.0%,2.3%,-4.3%,-5.9%
Cc1nnc(SCCN2C(=O)c3ccccc3C2=O)[nH]c1=O,-0.2%[59 µM],13.8%,-0.4%,-4.2%,-1.4%,20.5%,1.3%,3.6%,-18.2%
NS(=O)(=O)c1ccc(CCNC(=O)C2(S(=O)(=O)c3ccc(Cl)cc3)CC2)cc1,17.5%,-23.5%,-1.2%,0.4%,15.3%,-9.1%,26.8%,-1.6%,-4.2%
CCn1nc(C)cc1C(=O)Sc1cccc(Br)c1,267.4%[activator],72.4%[activator],-1.1%,100.7%[activator],-9.5%,22.1%,35.1%[activator],-5.5%,-3.5%
COc1ccc(S(=O)(=O)N2CCC(C(=O)NC(c3nc4ccccc4[nH]3)C(C)C)CC2)cc1 (stereo not given),-9.9%[12.7 µM],-14.8%,nt,13.0%,9.9%,nt,6.1%,3.8%,-15.7%
COc1ccccc1C(=O)Nc1ccc2c(c1)CCCN2C(=O)c1ccccc1,-7.9%,?,-5.8%,-29.0%,0.4%,33.3%,-15.3%,-23.1%,-12.6%
Cc1cc(C(F)F)n2nc(C(=O)O)nc2n1,10.0%[59 µM],-33.6%,-1.4%,-4.7%,-4.5%,0.2%,?,-11.6%,5.6%
CN(C)CCOCCOc1ccc(Cl)cc1C(C)(C)C,8.91µM*,3.16µM*,1.4%,50.1µM*,6.2%,6.6%,42.1%[activator],-1.6%,-20.0%
O=C(Cc1cccs1)N(CC1CCCO1)C1(C(=O)NC2CCCC2)CCCCC1 (stereo not given),3.4%[59 µM],-3.1%,-3.0%,-12.3%,0.3%,1.4%,51.5%[activator],-15.5%,-6.7%
Cc1cc(N(C)/N=C/c2ccccc2O)nc(-c2ccccc2O)n1,?,0.7%,0.6%,1.9%,-2.7%,6.8%,0.9%,1.1%,-16.2%
COc1ccc(NC(=O)CSc2ccc3ccccc3c2)cc1S(=O)(=O)N1CCCCC1,-21.1%,-27.3%,-2.3%,-4.7%,-2.5%,-0.4%,1.5%,-23.0%,-10.6%
CC(C)c1ccc(-c2csc3nc[nH]c(=O)c23)cc1,-4.7%[0.501 µM],-20.4%,-3.5%,3.7%,-9.2%,30.3%,-7.6%,-19.1%,-9.6%
Cn1ccnc1SCC(=O)c1ccc([N+](=O)[O-])cc1,nt,-26.8%,-4.4%,?,-2.2%,0.6%,-6.8%,-0.2%,5.7%
COc1ccc(CCNC(=O)CN(C)S(=O)(=O)c2ccc(Br)s2)cc1OC,-7.6%,-9.1%,-8.1%,-0.2%,4.5%,0.4%,136.0%[activator],-7.1%,-13.6%
COc1ccc(CNC(=O)C(=O)NCC(c2cccnc2)N2CCN(c3ccccc3F)CC2)cc1 (stereo not given),39.0%[activator][59 µM],-10.5%,0.7%,0.2%,nt,12.0%,36.3%[activator],1.3%,-20.9%
CC(NC(=O)c1ccc2c(c1)N(Cc1ccc(Cl)cc1)C(=O)c1ccccc1S2(=O)=O)c1ccccc1 (stereo not given),-9.0%[59 µM],-24.6%,-11.5%,-8.4%,nt,?,34.6%[activator],-21.8%,-18.3%
CN(C)CCCNC(=O)c1cc(C(=O)c2c(Cl)cccc2Cl)c[nH]1,?,?,2.1%,-11.3%,-6.3%,91.1%,18.3%,0.5%,-8.9%
C=C(C)COc1ccc(-c2[nH]ncc2-c2ccccc2OC)c(O)c1,-18.2%[59 µM],?,-16.0%,nt,-7.4%,-11.5%,0.4%,-6.7%,-0.8%
COc1ccc(NC(=O)c2ccccc2[N+](=O)[O-])cc1,18.9%[59 µM],-7.9%,2.1%,3.3%,-0.8%,27.0%,4.4%,-13.6%,-22.0%
CNC(=S)N/N=C(\C)c1cccc(C(F)(F)F)c1,-12.5%[0.0925 µM],-26.5%,-3.3%,?,16.8%,24.7%,34.3%[activator],-11.2%,-0.7%
O=C(NCc1cccc(Br)c1)c1cnn(-c2ccc(F)cc2)c1-n1cccc1,-0.3%[59 µM],6.9%,-12.3%,-4.5%,nt,-8.7%,14.2%,-0.8%,-5.8%
Cc1ccc(NC(=O)c2cc(C)n(-c3ccccc3)c2C)cc1,?,-29.8%,-9.7%,?,-0.1%,-2.0%,-20.2%,-15.4%,-19.2%
Cc1cc(OCC(=O)Nc2ccccn2)c2c(C)c(C)c(=O)oc2c1,31.3%[59 µM],-0.4%,-1.5%,-1.4%,-16.2%,95.1%[activator],-10.3%,-9.8%,-11.8%
CCn1c(=O)c(C(=O)NNC(=O)c2ccc(Cl)cc2Cl)c(O)c2ccccc21,18.2%,-8.4%,-6.7%,-15.6%,50.4%,-2.1%,34.3%[activator],2.0%,-10.0%
C=C(C)CSc1nc2ccccc2c(=O)n1-c1c(C)n(C)n(-c2ccccc2)c1=O,3.4%,-12.4%,-3.1%,-19.4%,1.1%,-0.6%,146.6%[activator],-0.7%,-19.9%
NC(=O)c1ccc(C(F)(F)F)n(Cc2ccccc2Cl)c1=O,11.0%[59 µM],?,-7.5%,-4.6%,-1.8%,12.8%,96.9%[activator],-1.8%,-12.3%
CCc1nnc(NC(=O)CN2CCN(c3cccc(OC)c3)CC2)s1,14.1µM*,-23.0%,2.2%,-9.8%,20.5%,-2.4%,8.4%,0.4%,-2.9%
Nc1nc(Sc2ccc([N+](=O)[O-])c3nonc23)c2[nH]cnc2n1,nt,28.2µM*,nt,nt,nt,nt,3.16µM*,17.8µM*,?
O=C(c1ccccc1)C1CCN(CC(=O)N2CCN(c3ccccc3)CC2)CC1,?,-29.9%,1.6%,?,0.1%,-19.1%,-1.0%,-0.4%,3.5%
O=C(Nc1ccccc1)Nc1ccc(Oc2ncnc3cc(Cl)ccc23)nc1,13.1%[59 µM],-14.7%,-2.2%,-0.6%,-0.8%,?,50.5%[activator],0.7%,-11.8%
COC(=O)c1nnn(-c2nonc2N)c1CSc1ccccn1,?,7.9%,-1.0%,-3.1%,-4.3%,-18.3%,10.7%,-7.6%,-2.6%
CC(=O)N1CCCc2ccc(NS(=O)(=O)c3ccccc3)cc21,-42.3%,-3.1%,nt,17.8%,15.4%,nt,10.3%,-6.4%,2.2%
OCCN(CCO)CC(O)CN(c1ccccc1)c1ccccc1 (stereo not given),-28.4%,-4.9%,-3.8%,-18.7%,-4.8%,1.5%,88.1%[activator],-8.4%,-12.2%
CCCC(NC(=O)c1ccco1)c1nc2ccccc2[nH]1 (stereo not given),-67.0%,-4.1%,1.6%,-10.2%,8.2%,10.7%,35.0%[activator],-1.3%,0.9%
O=C1CCC(NC(=O)c2ccccc2)C(=O)N1 (stereo not given),24.4%[0.501 µM],3.4%,-2.2%,3.0%,-4.7%,-0.9%,18.5%,-8.5%,4.5%
COc1ccc(NC(=O)CSc2nnc(N)n2CC(=O)Nc2ccc(OC)cc2)cc1,-10.5%,-8.4%,-4.7%,-14.1%,2.1%,21.7%,100.7%[activator],0.7%,-5.5%
Nc1cc(C(=O)OCC(=O)NNC(=O)c2ccccc2F)ccc1Cl,nt,-8.2%,nt,nt,-2.7%,nt,48.0%[activator],-7.0%,-4.1%
Cc1ccc(NC(=O)c2sc(N)nc2C)cc1,19.1%,-13.2%,2.4%,-4.0%,62.1%[activator],9.0%,64.0%[activator],-15.8%,-18.4%
CCCN(CCC)S(=O)(=O)c1ccc(C(=O)NNC(=O)c2cc(OC)c(OC)c(OC)c2)cc1,-4.2%,-25.9%,-10.1%,-10.6%,-4.9%,-1.5%,12.8%,-7.1%,-7.6%
CC(=O)N1CCC2(CC1)CCN(c1ccccn1)CC2,-9.2%[12.7 µM],nt,-3.4%,nt,-5.9%,nt,nt,9.0%[60.1 µM],nt

Quoted at random: 3 records from the list, in no set order.
molecule,G9a inh,JMJD2A Tudor,BLM helicase inh,BAZ2B block,APE1 inh,POLB inh,Pol iota inh,POLK inh,POLH inh
Cc1ccc(NC(=O)c2sc(N)nc2C)cc1,19.1%,-13.2%,2.4%,-4.0%,62.1%[activator],9.0%,64.0%[activator],-15.8%,-18.4%
CCCN(CCC)S(=O)(=O)c1ccc(C(=O)NNC(=O)c2cc(OC)c(OC)c(OC)c2)cc1,-4.2%,-25.9%,-10.1%,-10.6%,-4.9%,-1.5%,12.8%,-7.1%,-7.6%
OCCN(CCO)CC(O)CN(c1ccccc1)c1ccccc1 (stereo not given),-28.4%,-4.9%,-3.8%,-18.7%,-4.8%,1.5%,88.1%[activator],-8.4%,-12.2%

Going on with the list:
molecule,G9a inh,JMJD2A Tudor,BLM helicase inh,BAZ2B block,APE1 inh,POLB inh,Pol iota inh,POLK inh,POLH inh
CCOC(=O)CNC(=S)N(Cc1ccccc1)Cc1cccnc1,2.6%[59 µM],?,-2.2%,-14.9%,2.1%,14.8%,114.8%[activator],-4.2%,3.0%
CCN(Cc1ccncc1)C(=O)c1cc(COc2c(F)cccc2F)on1,20.8%,?,-0.7%,1.0%,-12.2%,14.1%,0.0%,-2.3%,-7.6%
CCc1ccc(NC(=O)CCc2c(C)nn(-c3ccc(N4CCOCC4)nn3)c2C)cc1,60.9%[activator],-25.3%,-0.3%,-14.4%,49.3%[activator],-16.3%,3.3%,-0.9%,0.2%
O=C(c1coc2ccccc2c1=O)N1CCN(c2cccc(C(F)(F)F)c2)CC1,-10.3%[59 µM],-19.6%,-7.2%,2.6%,14.9%,8.8%,-14.0%,-8.5%,-10.5%
